# HRas wt GTP bind – modulators of GTP binding to human HRas wildtype; P01112; 0.14% of 190,000 active; AID 759; GST-Ras wt beads, Bodipy-FL-GTP binding, flow cytometry; actives lie on both sides; GTP binding activity, % at 10 µM;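 active = GTP binding activity at least 20% away from the 100% baseline, either lowered as inhibitor or raised as activator; inconclusive = flagged as likely green fluorescent, judged across all proteins in the well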;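 note: 0% = unlabeled GTP competition control and 100% = no-compound control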
# Target sequence (P01112 whole entry, looked up): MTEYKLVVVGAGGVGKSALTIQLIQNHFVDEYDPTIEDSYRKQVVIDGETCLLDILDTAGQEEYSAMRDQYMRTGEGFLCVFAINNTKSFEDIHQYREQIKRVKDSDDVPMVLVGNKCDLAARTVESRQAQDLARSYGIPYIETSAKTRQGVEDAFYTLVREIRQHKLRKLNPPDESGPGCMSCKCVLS
# Mcl1-Noxa inh – Mcl-1/Noxa interaction inhibition. AID 1022. Q07820. inhibition, % at 21.7 µM. TR-FRET Mcl-1/Noxa peptide binding, 2 h. 1.5% of 220,000 active;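 active = compounds that cut the protein-peptide binding signal by more than 50% relative to plate controls in a single-dose test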;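 note: His-tagged Mcl-1 with rhodamine Noxa BH3 peptide and terbium anti-His antibody; 0% = Mcl-1 plus Noxa peptide wells and 100% = peptide-only wells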
# Target sequence (Q07820 whole entry, looked up): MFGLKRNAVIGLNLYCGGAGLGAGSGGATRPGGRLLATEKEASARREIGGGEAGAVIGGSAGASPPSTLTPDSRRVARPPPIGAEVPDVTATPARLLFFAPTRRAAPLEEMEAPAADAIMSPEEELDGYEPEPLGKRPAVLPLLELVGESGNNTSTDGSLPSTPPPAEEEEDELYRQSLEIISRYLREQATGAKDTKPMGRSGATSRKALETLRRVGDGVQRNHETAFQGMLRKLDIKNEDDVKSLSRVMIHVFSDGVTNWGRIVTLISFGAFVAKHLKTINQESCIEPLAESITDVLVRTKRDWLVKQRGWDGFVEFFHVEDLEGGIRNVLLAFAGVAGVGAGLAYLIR
# Bim-Mcl-1 – disrupts Bim peptide binding to human Mcl-1 | Bead-based flow cytometry, Bim peptide-Mcl-1 binding | 0.1% of 190,000 active | inhibition, % at 10 µM | Q07820 | AID 1009; in the data active = inhibition above about 40%;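 note: 0% = no compound tracer wells and 100% = peptide blocker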
# Rab7 wt modul – alters GTP binding to wildtype dog Rab7; 0.055% of 190,000 active; GTP binding activity (percent of control), % at 10 µM; GST-Rab7 beads, fluorescent GTP binding, flow cytometry; actives lie on both sides; untreated = 100%, excess cold GTP = 0%;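 active = fluorescent GTP binding to Rab7 beads changed by at least 20 points from the 100% baseline, either direction, mostly lower; inconclusive = compound itself probably fluorescent, or too few beads counted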;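 note: median green fluorescence of bound Bodipy-FL-GTP per Rab7 bead population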
# Avidin fluor – compound fluoresces at 488/530 nm on avidin beads. compound fluorescence 488/530 nm, flow cytometry; stronger effect = higher value. 0.38% of 220,000 active. fluorescence (KMESF) at 10 µM; in the data active = fluorescence above about 47; note: inactives centre near 10
# Rab2 wt GTP – changes GTP binding to wildtype dog Rab2A, up or down. P61105. GST-Rab2 wt beads, Bodipy-GTP binding, flow cytometry. GTP binding activity, % at 10 µM. 0.19% of 190,000 active. AID 760;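 active = GTP binding activity at least 20 points away from 100%, either lowered or raised; inconclusive = signal likely due to the compound's own green fluorescence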;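 note: 0% = beads with excess unlabeled GTP and 100% = no-compound control corrected for plate trend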
# Cdc42 wt GTP – changes GTP binding to wildtype human Cdc42 | percent activity (GTP binding), % at 10 µM | GST-Cdc42 beads, Bodipy-GTP binding, flow cytometry; actives lie on both sides | AID 761 | 0.2% of 190,000 active;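 active = percent activity GTP binding at least 20 points away from the 100% baseline, either down as inhibitor or up as activator; inconclusive = compound flagged as likely green fluorescent from well-wide comparison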;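 note: median bead fluorescence of bound Bodipy-FL-GTP at 100 nM; 0% = excess unlabeled GTP control and 100% = no compound control; below 100% means less GTP binding so inhibitor and above means activator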
# Target sequence (P60953 whole entry, looked up): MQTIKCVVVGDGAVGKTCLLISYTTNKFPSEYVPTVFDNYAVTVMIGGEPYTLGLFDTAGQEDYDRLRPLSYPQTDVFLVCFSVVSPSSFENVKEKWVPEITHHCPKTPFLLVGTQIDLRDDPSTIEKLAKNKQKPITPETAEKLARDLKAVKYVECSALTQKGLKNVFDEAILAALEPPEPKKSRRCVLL
# Mcl1-Bid inh – disrupts binding of human Mcl-1 to Bid peptide | inhibition, % at 21.7 µM | AID 1021 | TR-FRET Mcl-1/Bid-Dy647 peptide binding, 1536-well | 0.97% of 220,000 active;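 active = compounds that cut the binding signal by more than half at the single screening dose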;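 note: His-tagged Mcl-1 with europium anti-His antibody binding Bid BH3 peptide; 0% = Mcl-1 plus peptide wells and 100% = peptide-only wells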
# Pf gametocyte – kills late stage P. falciparum gametocytes; 0.065% of 150,000 active; inhibition, % at 10.9 µM; P. falciparum stage V gametocytes, ATP luminescence, 24 h; AID 743093;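 active = inhibition above the mean plus 3 SD of compounds within the control limits, set per campaign, cut at about 38% in these data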;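 note: 0% = DMSO wells and 100% = medium only without gametocytes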
# Rac1 wt GTP bind – alters GTP binding to wildtype human Rac1; P63000; GST-Rac1 beads, fluorescent GTP binding, flow cytometry; actives lie on both sides; 0 = cold GTP competed, 100 = untreated; GTP binding activity (% of control), % at 10 µM; AID 757; 0.27% of 190,000 active;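 active = GTP binding activity at least 20 points away from the 100% control level, either lower or higher; inconclusive = compound flagged as likely green fluorescent, judged across all proteins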
# Rac1 act GTP bind – human Rac1 activated mutant GTP binding change. percent activity (GTP binding), % at 10 µM. GST-Rac1 activated beads, fluorescent GTP binding, flow cytometry; actives lie on both sides; 100% means binding = to untreated wells. P63000. 0.11% of 190,000 active;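 active = GTP binding at least 20 percentage points away from the 100% baseline, in either direction, so actives lie on both sides; inconclusive = Compound likely fluorescent itself, or too few beads counted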
# * marks the source's active call; other numbers are inactive results; u = inconclusive; x = not tested or not shown.
cpd	Molecule	Cdc42 wt GTP	Rab2 wt GTP	Rac1 wt GTP bind	Avidin fluor	Rab7 wt modul	HRas wt GTP bind	Mcl1-Bid inh	Rac1 act GTP bind	Bim-Mcl-1	Pf gametocyte	Mcl1-Noxa inh
1	Cc1cccc(Oc2ccc(S(=O)(=O)N3CCCCC3)cc2N)c1	93	102	96	9	104	95	-9	93	0	7	3
2	CC1CCc2nn(CC(=O)N3CCCCCC3)cc2C1 (centres undefined)	99	102	103	6	99	99	-16	98	0	x	8
3	COc1ccc(C(=O)OCn2nnc3ccccc3c2=O)cc1	98	98	101	10	99	98	-5	97	-1	-7	5
4	CCOc1ccc2nc(NC(=O)C(NS(=O)(=O)c3cccc4nsnc34)C(C)C)sc2c1 (centres undefined)	100	98	99	2	93	97	2	97	2	x	6
5	c1ccc(-c2csc3nnc(SCc4ccc5c(c4)OCO5)n23)cc1	104	101	106	5	103	101	-24	99	-1	x	-1
6	Cc1nc(N2CCOCC2)c2cc(-c3ccccc3)sc2n1	97	99	100	9	101	98	20	96	2	x	20
7	C=CCSc1nnc2n(-c3ccccc3OC)c(=O)c3c4c(sc3n12)CCC4	102	98	103	25	98	98	0	99	-3	x	-4
8	O=C(NCc1ccccc1)NC1CCS(=O)(=O)C1 (centres undefined)	99	98	99	7	96	97	-32	96	1	-14	3
9	O=C(N/N=C/c1coc2ccccc2c1=O)c1ccccc1Br	91	95	96	2	96	94	-15	93	-6	-15	8
10	O=C(c1ccc(Cl)c([N+](=O)[O-])c1)N(c1ccccn1)c1ccccn1	103	99	106	11	101	102	-6	100	-2	1	3
11	Cc1nn(C)c(C)c1NC(=O)C12CC3CC(CC(C3)C1)C2	105	100	102	17	97	101	-3	99	0	x	7
12	COc1ccc(-c2cc(C3CC3)nc3sc(C#N)c(N)c23)cc1	u	u	u	29	u	u	-7	u	0	x	1
13	O=C(O)/C=C\C(=O)Nc1ccc(N2CCN(c3cccc(Cl)c3)CC2)cc1	97	95	100	11	96	98	-71	97	0	-3	13
14	CS(=O)(=O)c1nc(S(=O)(=O)c2ccc(Cl)cc2)c(NCc2ccccn2)s1	100	100	99	7	97	99	-28	100	-2	-4	12
15	COc1cc(NC(=O)Cn2cnc3ccccc3c2=O)c(OC)cc1Cl	94	95	95	9	96	94	-11	91	0	-7	20
16	Cc1ccc(Cn2c(=O)sc3ccccc3c2=O)cc1	102	101	101	15	103	100	-9	98	-1	x	9
17	CC(C)NC(=O)c1cc(-c2ccco2)nn1-c1ccc(Cl)cc1	91	92	91	16	87	91	x	92	4	9	x
18	Cc1ccc(S(=O)(=O)N(C)CC(=O)N2CCN(C(=O)c3ccco3)CC2)cc1	u	u	u	8	u	u	-13	u	-1	12	-3
19	CCOC(=O)Cn1nc(C)cc1NC(=O)c1cccnc1	100	101	102	11	103	102	-32	98	-3	9	-16
20	CC1CCc2cc(F)ccc2N1C(=O)CCl (centres undefined)	100	101	103	10	105	98	-11	93	-1	x	7
21	COCCn1c(=O)[nH]c2cc(C(=O)NCCN3CCN(c4ccccc4)CC3)ccc2c1=O	104	106	110	10	105	106	-28	103	0	4	-1
22	COc1ccc(-c2csc(NC(=O)C3CCCCN3S(=O)(=O)c3ccccc3)n2)cc1 (centres undefined)	111	110	114	12	104	109	-30	103	-5	x	-6
23	Cc1ccc(NC(=O)CSc2nc3ccccc3c3nc(CCn4cncc4C)nn23)c(C)c1	103	100	104	10	99	100	-2	101	-2	8	-21
24	O=C(COC(=O)Cc1ccccc1F)Nc1ccc(F)cc1F	96	92	95	8	95	93	-24	94	-2	x	8
25	O=C(c1ccc(=O)oc1)N1CCN(c2ccc(F)cc2)CC1	97	95	94	9	93	97	-43	94	0	x	16
26	CCN(CC)c1ccc(-c2nc3cnccc3n2C)cc1	94	93	95	20	93	93	-24	95	0	6	16
27	O=S(=O)(c1ccc(F)cc1)c1nc(-c2ccc(F)cc2)oc1NCCN1CCOCC1	104	102	108	27	103	101	-8	101	5	-13	-25
28	O=C(COc1ccccc1)Nc1cccc(-c2nc3cc4ccccc4cc3[nH]2)c1	99	95	96	36	96	100	-5	96	0	x	16
29	Cc1ccc(Cl)cc1N1CCN(Cc2nnnn2Cc2ccco2)CC1	u	u	u	13	u	u	-2	u	-1	-3	11
30	CCOC(=O)N1CCN(C(=S)NC(=O)c2c(-c3c(Cl)cccc3Cl)noc2C)CC1	94	95	92	10	93	96	-17	94	-1	-7	16
31	CNc1nc2[nH]c(=O)c3c(c2s1)OC(N)=C(C#N)C3c1ccccc1 (centres undefined)	104	98	102	11	98	100	-22	99	-2	7	12
32	Cn1cnnc1-c1cccc(NC(=O)c2cc(F)c(F)cc2Cl)c1	99	98	102	21	99	100	4	97	-1	-22	3
33	CCOc1ccc(Nc2nc(Cc3nnc(SCC(=O)NC4CCCCC4)n3C)cs2)cc1	97	97	92	14	93	95	-35	95	-2	x	7
34	COC(=O)c1c([N+](=O)[O-])c(OC)c(OC)c(OC)c1[N+](=O)[O-]	94	95	101	21	94	95	-17	95	0	-4	-5
35	CC(=O)Nc1ccc(SCC(=O)Nc2cc(C)on2)cc1	94	94	96	11	90	95	-18	99	0	0	8
36	Cc1ccc(OCC(=O)N(c2ccccn2)C2CCCCC2)c(C)c1	99	99	102	9	100	97	4	99	-2	27	-10
37	Cc1cc(C)n(Cc2ccc(C(=O)O)o2)n1	98	97	101	11	96	98	-7	100	-1	x	2
38	Cc1cc(C)n(Cc2ccc(C(=O)NCc3ccco3)o2)n1	101	98	99	6	96	99	-22	97	-2	x	-4
39	CCc1ccc(/C=C2\Oc3cc(OS(C)(=O)=O)ccc3C2=O)cc1	100	99	101	13	93	98	3	97	0	2	-1
40	C=CCc1c(C)nc(SC(C)C)[nH]c1=O	97	100	100	15	100	99	-7	94	0	x	2
41	CCC(C(=O)OCn1nnc2ccccc2c1=O)c1ccccc1 (centres undefined)	98	99	101	13	100	98	3	95	0	-14	6
42	O=C(CN1N=C(c2ccccc2)CCC1=O)NCCN1CCc2ccccc2C1	100	98	100	12	101	99	-5	98	-2	12	0
43	Cc1ccc2c(c1)N(CCC(=O)NCc1ccco1)C(=O)CO2	101	97	103	12	96	99	-14	99	-3	3	-8
44	O=C(CCc1nc(-c2ccccc2F)no1)NCCN1CCOCC1	107	102	109	31	102	104	-27	101	-3	22	-9
45	Oc1ccc(Nc2nc3ccccc3nc2Nc2ccc(O)cc2)cc1	99	98	101	80*	97	99	24	98	1	x	82*
46	CC(=O)c1c(C)cc(C)c(CSc2nnc(-c3ccco3)o2)c1C	99	94	95	33	91	98	-9	96	-1	17	-4
47	Cc1ccc(C2CC(=O)C(C=NCCN3CCN(C(=S)Nc4ccc(F)cc4)CC3)=C(O)C2)cc1 (centres undefined)	97	92	98	11	93	96	-33	95	-3	5	9
48	Cc1ccc(NC(=O)c2ccc(F)cc2)nc1	96	97	100	9	102	98	-12	95	-1	-5	9
49	COCCNc1cc(C)nc2c3c(C)cc(C)nc3nn12	103	99	103	33	100	99	3	98	-4	-16	12
50	Cc1nc2ccccn2c1C(=O)N/N=C/c1ccc(CNC(=O)C(=O)Nc2ccccc2)o1	102	99	104	9	101	99	-39	100	-3	-5	27
51	N=c1n(CC(=O)c2ccc([N+](=O)[O-])cc2)c2ccccc2n1Cc1ccccc1	102	98	106	23	101	102	-3	100	-1	x	20
52	CCc1cc(=O)oc2cc3oc(C)c(C)c3cc12	103	97	96	11	98	99	-13	95	-3	0	-3
53	Clc1ccc(CON/C=N/c2ncnc3sccc23)c(Cl)c1	100	101	98	13	100	101	48	98	-4	x	3
54	O=C(CSc1ncccn1)N1CCN(Cc2ccccc2)CC1	96	95	98	6	93	95	-19	94	-10	0	12
55	O=C(CN1CCN(Cc2ccccc2)CC1)NC(=O)NCc1ccco1	96	95	94	8	93	94	-30	94	1	16	30
56	CN1CCN(C=NC2=NN(c3cccc(C(F)(F)F)c3)CC2)CC1	99	98	102	10	96	96	-39	98	-11	4	27
57	FC(F)(F)c1ccc(CSc2nccn2-c2ccccc2)cc1	95	96	99	3	97	97	-15	96	-2	-8	8
58	COC(=O)c1ccccc1NC(=O)CSc1nnc(C(CO)NC(=O)c2ccccc2Cl)n1C (centres undefined)	100	95	97	43	91	98	-40	94	-2	-11	13
59	S=C(NCCc1ccccc1)N1CCn2cccc2C1c1ccncc1 (centres undefined)	88	89	93	22	91	91	-37	88	0	-11	7
60	COC(=O)c1c(NC(=O)CN2CCN(Cc3ccc4c(c3)OCO4)CC2)sc(C)c1C	109	106	109	13	107	109	-38	103	2	21	-31

# Following part:
cpd	Molecule	Cdc42 wt GTP	Rab2 wt GTP	Rac1 wt GTP bind	Avidin fluor	Rab7 wt modul	HRas wt GTP bind	Mcl1-Bid inh	Rac1 act GTP bind	Bim-Mcl-1	Pf gametocyte	Mcl1-Noxa inh
61	COc1ccc(OCc2nc3ccccc3n2C(C)C)cc1	96	99	95	5	100	98	-10	98	-3	-9	20
62	Cc1cc(NC(=O)C(C)C)ncc1NC(=O)Cc1ccccc1	108	105	108	20	109	107	-10	99	-2	x	25
63	COCCNC(=O)CN(c1cc(Cl)ccc1OC)S(=O)(=O)c1ccc(C)c([N+](=O)[O-])c1	98	97	93	21	95	95	-17	96	1	5	-3
64	N#C/C(=N/Nc1ccccc1F)C(=N)N1CCOCC1	103	100	105	23	100	101	-107	97	-8	x	9
65	CS(=O)(=O)NCc1ccc(C(=O)NCc2ccccc2)cc1	101	99	100	5	101	100	-12	98	-1	x	3
66	COc1ccc(CCNC(=O)Cn2nnc(-c3ccc(N(C)C)cc3)n2)cc1OC	103	98	103	17	96	100	-23	101	1	x	7
67	COC(=O)CN1CCN(C(=O)c2ccc(F)cc2)c2ccccc2C1	105	100	105	32	97	101	-19	103	-5	x	2
68	COc1ccccc1CC(=O)N1CCCC1	106	102	103	12	100	100	-24	101	-1	x	7
69	CCOC(=O)c1c(NC(=O)COc2ncnc3ccccc23)sc(C(C)=O)c1C	98	101	104	4	101	102	-28	99	-5	x	7
70	Cn1ccnc1C(O)c1ccco1 (centres undefined)	97	95	96	6	95	97	-26	96	0	32	0
71	CCOC(=O)CC(=O)CSc1ncc(C(=O)OCC)c(N)n1	104	100	113	29	100	101	-22	101	-8	x	1
72	Cc1ccc2nc(SC(C)C(=O)N3CCCCC3)[nH]c2c1 (centres undefined)	95	94	100	10	97	97	-5	98	-3	23	12
73	Cc1ccc(N2C(=O)[C@@H]3[C@H](C2=O)C2c4ccccc4C=CN2[C@@H]3C(=O)c2ccco2)cc1 (some centres undefined)	100	100	104	27	100	99	11	97	-5	x	26

# Screening results from PubChem BioAssay.
